Assay outcomes (PubChem BioAssay)
PAD4 inh = inhibitors of human PAD4 | Q9UM07 | inhibition, % at 6.36 µM | 0.41% of 330,000 active | AID 485272 | recombinant PAD4, RCA probe fluorescence polarization;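 active = percent inhibition above a cutoff equal to the mean of all tested compounds plus 3 SD, cut at about 15% in these data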;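 note: 0% = PAD4 with RCA probe and DMSO and 100% = probe without PAD4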
pPAFAH inh = pPAFAH (human) enzyme inhibition. Q13093. recombinant pPAFAH, FP-rhodamine probe fluorescence polarization. inhibition, % at 3.39 µM. 1.5% of 330,000 active;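 active = inhibition above the mean inhibition across the screen plus 3 SD, cut at about 25% in these data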;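 note: inhibitors block binding of the rhodamine activity-based probe so polarization drops; 0% = enzyme with DMSO and 100% = wells lacking pPAFAH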
Target sequence (Q13093 whole entry, looked up): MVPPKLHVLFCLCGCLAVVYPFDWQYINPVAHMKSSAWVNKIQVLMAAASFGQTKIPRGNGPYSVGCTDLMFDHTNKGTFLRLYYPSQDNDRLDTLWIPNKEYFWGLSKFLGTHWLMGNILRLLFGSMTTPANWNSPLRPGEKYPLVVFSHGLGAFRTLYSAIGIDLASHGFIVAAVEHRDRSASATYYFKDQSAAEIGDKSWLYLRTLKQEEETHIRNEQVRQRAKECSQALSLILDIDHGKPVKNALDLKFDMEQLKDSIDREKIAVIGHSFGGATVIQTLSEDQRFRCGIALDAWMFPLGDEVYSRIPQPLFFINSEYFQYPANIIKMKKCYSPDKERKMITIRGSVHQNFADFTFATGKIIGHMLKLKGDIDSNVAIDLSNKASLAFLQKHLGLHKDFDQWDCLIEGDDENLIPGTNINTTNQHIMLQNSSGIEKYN
LYPLA2 counter = counter-screen for PME1 inhibitors: inhibitors of human LYPLA2; recombinant LYPLA2, FP-Rh probe fluorescence polarization; AID 2177; 0.38% of 320,000 active; inhibition, % at 5.9 µM; O95372;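 active = inhibition above the screen-wide mean plus 3 SD, limit set per campaign, cut at about 26% in these data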;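 note: 0% = LYPLA2 with DMSO and 100% = wells lacking LYPLA2 enzyme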
GSTO1 counter = counter-screen for RBBP9 inhibitors: inhibitors of human GSTO1. P78417. recombinant GSTO1, activity-based probe fluorescence polarization. inhibition, % at 5.96 µM. 1.1% of 300,000 active;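 active = inhibition above the campaign mean inhibition plus 3 SD, cut at about 35% in these data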;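 note: 0% = GSTO1-1 with DMSO and 100% = wells lacking GSTO1-1 enzyme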
PAFAH2 FP inh = PAFAH2 (human) inhibition | inhibition, % at 3.39 µM | 0.99% of 340,000 active | recombinant PAFAH2, FP-rhodamine activity probe, fluorescence polarization | Q99487;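 active = inhibition above the mean over all tested compounds plus 3 SD, cut at about 30% in these data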;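 note: inhibitors block probe labeling of enzyme so polarization drops; 0% = enzyme with DMSO and 100% = wells lacking PAFAH2 protein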
PREPL inh = inhibits the human prolyl oligopeptidase-like enzyme; 0.68% of 320,000 active; recombinant PREPL, fluorescence polarization activity-based probe; inhibition, % at 5.96 µM; AID 2751; Q4J6C6; in the data active = inhibition above about 43%;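 note: 0% = enzyme with DMSO and 100% = wells lacking enzyme; many of its hits are not listed in these tables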
PAFAH1B3 FP inh = inhibitors of human PAFAH1B3; Q15102; recombinant PAFAH1B3, FP-rhodamine probe, fluorescence polarization; inhibition, % at 3.39 µM; 0.28% of 340,000 active; AID 492972;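 active = inhibition above the screen-wide average of all tested compounds plus 3 SD, cut at about 25% in these data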;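 note: 0% = enzyme with DMSO only and 100% = wells lacking PAFAH1B3 protein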
Target sequence (Q15102 whole entry, looked up): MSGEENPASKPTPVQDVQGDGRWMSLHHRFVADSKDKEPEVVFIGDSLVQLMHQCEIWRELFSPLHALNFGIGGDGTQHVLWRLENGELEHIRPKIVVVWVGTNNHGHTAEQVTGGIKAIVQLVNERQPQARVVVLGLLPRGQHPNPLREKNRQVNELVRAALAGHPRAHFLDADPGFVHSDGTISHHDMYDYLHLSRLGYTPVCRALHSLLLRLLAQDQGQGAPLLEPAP
LYPLA1 counter = LYPLA1 (human) inhibition in PME1 counter-screen. O75608. recombinant LYPLA1, FP-Rh probe fluorescence polarization. inhibition, % at 5.9 µM. 0.16% of 320,000 active. AID 2174;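 active = inhibition above the mean of all tested compounds plus 3 SD, set per campaign, cut at about 14% in these data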;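 note: inhibitors block serine hydrolase probe labeling of LYPLA1 so polarization falls; 0% = enzyme with DMSO and 100% = wells lacking LYPLA1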
Target sequence (O75608 whole entry, looked up): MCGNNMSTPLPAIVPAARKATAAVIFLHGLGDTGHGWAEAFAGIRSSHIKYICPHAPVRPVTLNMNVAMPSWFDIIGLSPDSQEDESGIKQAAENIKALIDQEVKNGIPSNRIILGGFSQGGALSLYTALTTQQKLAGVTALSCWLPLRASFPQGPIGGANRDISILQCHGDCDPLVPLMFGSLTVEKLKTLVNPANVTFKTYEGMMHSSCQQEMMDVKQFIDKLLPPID
PAFAH1B2 FP inh = inhibitors of human PAFAH1B2. P68402. recombinant PAFAH1B2, FP-rhodamine activity probe, fluorescence polarization. inhibition, % at 3.39 µM. 1.2% of 340,000 active;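 active = inhibition above the mean of all tested compounds plus 3 SD, cut at about 24% in these data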;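 note: 0% = enzyme with DMSO and 100% = wells lacking PAFAH1B2; many of its hits are not listed in these tables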
Numbers without * were called inactive; nt = no result given.

SMILES | PAD4 inh | pPAFAH inh | LYPLA2 counter | GSTO1 counter | PAFAH2 FP inh | PREPL inh | PAFAH1B3 FP inh | LYPLA1 counter | PAFAH1B2 FP inh
CC(=O)Oc1ccc(S(=O)(=O)c2ccc(OC(C)=O)cc2)cc1 | 5 | 0 | 6 | 4 | 4 | 6 | 5 | 1 | 9
COC(=O)c1ccnc(/C=N/O)c1 | 4 | -4 | 0 | 2 | 8 | 0 | -1 | -1 | 3
c1ccc(CCN(Cc2ccccc2)Cc2nc(C3CC3)no2)cc1 | -1 | 5 | 3 | 3 | -1 | -1 | 11 | -4 | 1
C[C@H](NC(=O)[C@H]1N2C(=O)c3ccccc3C2SC1(C)C)C(=O)N1CCCCC1 (stereo partly specified) | -2 | 7 | -6 | -7 | -1 | 4 | 0 | -4 | -2
COc1ccc(C2Nc3ccccc3C(=O)N2NS(=O)(=O)c2ccccc2)cc1OC (stereo unspecified) | 1 | 0 | -6 | 0 | 12 | 1 | 4 | 0 | 5
CCOc1ccc(NC(=O)CCC(=O)c2ccc(-c3ccccc3)cc2)cc1 | -2 | 4 | 3 | 1 | -17 | -5 | 0 | -2 | -5
COc1ccc(N2C(=O)CCC(C(=O)NCCCN3CCC(C)CC3)C2c2ccc(OC)c(OC)c2)cc1 (stereo unspecified) | -6 | 0 | 0 | 7 | 2 | -9 | 9 | -1 | 3
CCOc1cc(/C=C2\SC(=O)N(c3ccc(O)cc3)C2=O)ccc1O | 3 | 7 | 7 | 4 | 4 | 9 | 2 | 2 | -2
Cc1nn(-c2ccccc2)c2c1C1(C(=O)Nc3ccccc31)N1C(=N2)Sc2ccccc21 (stereo unspecified) | 0 | 5 | -23 | -14 | -5 | 13 | 4 | -9 | 1
CCOC(=O)[C@H]1[C@H]2COc3ccccc3[C@@H]2N2C(=O)[C@@H](C)NC(=O)[C@@]12C | -2 | 7 | nt | nt | 0 | 14 | 3 | nt | 5
COc1ccc2c(C)cc(N3CCCCCC3)nc2c1 | -2 | 4 | -1 | -8 | 4 | 3 | 7 | 3 | 4
N=c1sccn1CC(=O)Nc1ccc(Cl)cc1[N+](=O)[O-] | 0 | -1 | 1 | 34 | -7 | -3 | 9 | 1 | 2

Look-ups from the results shown.
Reading for N=c1sccn1CC(=O)Nc1ccc(Cl)cc1[N+](=O)[O-] under PAFAH1B3 FP inh: 9
Reading for CCOc1ccc(NC(=O)CCC(=O)c2ccc(-c3ccccc3)cc2)cc1 under LYPLA1 counter: -2

Next results follow.
SMILES | PAD4 inh | pPAFAH inh | LYPLA2 counter | GSTO1 counter | PAFAH2 FP inh | PREPL inh | PAFAH1B3 FP inh | LYPLA1 counter | PAFAH1B2 FP inh
COc1cc(/C=N/NS(=O)(=O)c2ccccc2)c(OC)c(OC)c1 | 6 | 0 | 1 | 5 | 4 | 7 | -2 | 4 | 3
CC(C)(C)Nc1nc2nonc2nc1NC(C)(C)C | 3 | 0 | -8 | -3 | 5 | -1 | 13 | -3 | 1
CN1/C(=C\C(=O)COC(=O)c2ccco2)C(C)(C)c2ccccc21 | -11 | -5 | 2 | 12 | 33* | 2 | 7 | 0 | 8
COC(=O)c1cc(C(=O)OC)cc(N2C(=O)CC(NNC(=O)c3ccccc3Br)C2=O)c1 (stereo unspecified) | 2 | 3 | 3 | -8 | -4 | 10 | -1 | 0 | 3
C=C(C)[C@@H]1CC=C(CN2CCC(CCOC)(C(=O)OCC)CC2)CC1 | 0 | 5 | 4 | 8 | -10 | 8 | 7 | -1 | 5
COc1ccc(/C=N/Nc2ncc(C(F)(F)F)cc2Cl)cc1OC | -4 | 2 | 5 | -2 | 3 | -3 | -3 | 0 | 5
O=C(c1ccc2nccnc2c1)N1CCN(Cc2ccc3c(c2)OCO3)CC1 | -3 | 0 | 2 | -3 | 3 | 9 | 11 | 3 | 3
COc1ccc(NC(=O)C2CCCO2)cc1OC (stereo unspecified) | -3 | 1 | 0 | 3 | -1 | 5 | 2 | -1 | 3
CCN(CC)CCN1C(=O)C(=O)/C(=C(/O)c2c(C)[nH]c(C(=O)OC)c2C)C1c1cccs1 (stereo unspecified) | 0 | 1 | 4 | 0 | 2 | -1 | 4 | 2 | 1
COc1ccc(C(=O)NC(C(=O)NCC2(N3CCCCC3)CCCCC2)C(C)C)cc1 (stereo unspecified) | 1 | 2 | 1 | nt | -2 | 2 | 1 | 0 | 2
NC(=O)C1CCN(C(=O)c2ccc3nc(-c4ccccc4)c(-c4ccccc4)nc3c2)CC1 | -2 | 2 | -2 | -2 | 8 | -2 | -2 | -4 | 3
CN(C(=O)COC(=O)CNC(=O)c1sc2ccccc2c1Cl)c1ccccc1 | 1 | 4 | -3 | -2 | 2 | 20 | 8 | -5 | -1
COC(=O)c1[nH]c2ccc(C)cc2c1NC(=O)Nc1ccccc1OC | -1 | 5 | -1 | 2 | 6 | 9 | 1 | -3 | 1
Cc1cccc(C)c1N1C(=O)c2ccccc2C1=O | -1 | 3 | 4 | 10 | 2 | 6 | -10 | 1 | 2
COc1ccc([N+](=O)[O-])cc1NC(=O)COC(=O)c1ccccn1 | -5 | 3 | 1 | 7 | 9 | 7 | 3 | 2 | -2
CC(=O)NC(=S)Nc1ccc([N+](=O)[O-])cc1C | -3 | 2 | 2 | 8 | 7 | 8 | 8 | 2 | 4
CCC(=O)NN1CCc2cc3ccc(C)cc3nc21 | 0 | 2 | 0 | 2 | -5 | -1 | 2 | -4 | 1
COc1ccc(-c2c(N)n[nH]c2C)cc1OC | 0 | -2 | 0 | 4 | -2 | -8 | 6 | 0 | 5
CCOC(=O)COc1ccc(S(=O)(=O)N2CCc3ccccc3C2)cc1 | -1 | 3 | 7 | 2 | -10 | -4 | 4 | 5 | 9
Nc1c(C(=O)NCc2ccc3c(c2)OCO3)c2nc3ccccc3nc2n1CCCN1CCOCC1 | -15 | 24 | 1 | 50* | 4 | 52* | 14 | -7 | 1
CC(C)Cc1nc(SCC(=O)Nc2nnc(CC(C)C)s2)n[nH]1 | -1 | -3 | -2 | 9 | 1 | -18 | 6 | -4 | 1
Cc1ccc(-n2cc(CN(C)Cc3ncc[nH]3)c(-c3cccc(C)c3)n2)cc1 | -4 | -3 | -7 | -5 | 2 | -3 | 3 | -3 | 4
CCN(CC(=O)Nc1ccc2c(c1)OCCO2)C(=O)CCc1ccccc1Cl | -1 | -1 | -1 | nt | 13 | 0 | 8 | 0 | 6
Clc1cnc2nc(SC/C=C/c3ccccc3)[nH]c2c1 | -1 | 1 | 4 | -9 | nt | -1 | nt | -2 | nt
COC(=O)c1ccc(NS(=O)(=O)c2ccc3c(c2)oc(=O)n3C)cc1 | -1 | 6 | 2 | 10 | -1 | 1 | -2 | -1 | 4
COc1ccc(OC)c(NC(=O)COC(=O)[C@H](Cc2ccccc2)NC(=O)c2ccco2)c1 | -2 | 1 | nt | nt | -2 | 7 | 12 | nt | 2
CN(C)CCCN(C(=O)c1ccc(S(=O)(=O)N(C)C)cc1)c1nc2cc3c(cc2s1)OCO3 | -5 | 4 | -7 | 2 | 2 | 24 | 2 | -1 | 6
COc1ccc(C(=O)NC(=O)COC(=O)c2ccc3ncsc3c2)cc1 | -3 | -3 | -5 | 6 | nt | 0 | nt | -4 | nt
CC/C(=C\C1CCCCC1)C(NP(=O)(c1ccccc1)c1ccccc1)c1ccccc1 (stereo unspecified) | 2 | 2 | -8 | -8 | 0 | 2 | -3 | -5 | 10
COc1cc(OC)c(C(=O)NC2CC(C)(C)NC(C)(C)C2)cc1OC | 2 | 1 | 6 | 1 | -1 | 12 | 1 | 1 | 2
Cc1ccc2cc(CCNC(=O)c3ccco3)c(=O)[nH]c2c1C | -2 | 6 | -1 | -14 | 6 | -3 | 2 | 0 | 3
Cc1cc(C)c(C(N)=O)c(SCC(=O)c2cc(C)n(-c3cc(C)on3)c2C)n1 | 1 | 4 | nt | nt | -2 | 18 | 6 | nt | -1
O=c1c2ccccc2[nH]c(=S)n1Cc1cccs1 | -3 | 2 | 0 | 5 | 3 | -16 | -2 | -2 | 7
CC(CCc1ccccc1)NC(=O)C(C)OC(=O)c1ccco1 (stereo unspecified) | -5 | 3 | -1 | 3 | 4 | -10 | 6 | -3 | 1
COc1cc2c(cc1OC)C1CC(=O)C(CC(C)C)CN1CC2 (stereo unspecified) | -3 | -1 | -2 | -2 | -9 | -7 | 9 | -4 | 0
Cc1cc(C)c2c(CN3CCC(C)CC3)cc(=O)oc2c1C | -4 | -2 | 0 | 3 | 1 | 8 | 5 | -2 | 1
COc1ccc(C(CNC(=O)c2oc3c(Cl)cccc3c2C)N2CCCC2)cc1 (stereo unspecified) | -5 | 3 | 2 | 4 | 2 | -36 | 9 | 2 | -1
CNS(=O)(=O)c1ccc2ccccc2c1 | -2 | 4 | 5 | -6 | -4 | -4 | 2 | 3 | 2
CC(N=Cc1cc([N+](=O)[O-])ccc1O)c1ccccc1 (stereo unspecified) | -5 | -4 | 6 | 5 | 13 | 9 | 13 | 0 | 2
Cc1ccc(S(=O)(=O)N[C@@H](CC(C)C)C(=O)NCc2ccco2)cc1 | 1 | -3 | 4 | 1 | 3 | 0 | -2 | -3 | 0
CC1CCC(C(C)C)C(OC(=O)C[n+]2cccc(C(N)=O)c2)C1 (stereo unspecified) | 3 | -1 | 4 | -2 | -6 | -11 | 0 | 2 | -5
CCN1CCN(c2ccc(S(=O)(=O)N3CCOCC3)cc2NC(=O)c2ccc(F)cc2Cl)CC1 | -2 | 4 | 11 | 2 | 8 | 0 | 6 | 3 | 0
O=C(NCC(=O)N1CCN(C(=O)c2ccco2)CC1)c1ccc(Br)cc1 | 2 | 0 | -3 | 5 | 2 | -2 | 5 | -1 | 4
CCN(C(=O)Cn1c([N+](=O)[O-])cnc1C)c1ccccc1 | 1 | -1 | -4 | 3 | 2 | 1 | 14 | 0 | 4
CN(C)c1ccc(N2C(=NC(=O)CC3CCCCC3)SC3CS(=O)(=O)CC32)cc1 (stereo unspecified) | 0 | 4 | -1 | -5 | 7 | -3 | 12 | -1 | 1
CC(C)(Oc1ccc(Cl)cc1)C(=O)Nc1ccc2oc(=O)ccc2c1 | 1 | 2 | 1 | 4 | -4 | -30 | 9 | 0 | 3
COCCN(C(=O)COC(=O)C1CCC(C(C)(C)C)CC1)c1c(N)n(Cc2ccccc2)c(=O)[nH]c1=O (stereo unspecified) | 2 | 3 | 1 | 1 | 0 | 18 | 3 | 3 | 24
O=C(NCCCN1CCOCC1)c1ccc([N+](=O)[O-])cc1[N+](=O)[O-] | 1 | -1 | -2 | 3 | 0 | 10 | 6 | -1 | 5
CN(C)c1ccc(CNC(=O)C2CCN(S(=O)(=O)c3ccc4c(c3)CCCC(=O)N4)CC2)cc1 | -6 | 16 | -3 | -2 | -1 | 8 | 4 | -3 | -1
O=C(CN1C(=O)C2CC=CCC2C1=O)NC1=NCCS1 (stereo unspecified) | -1 | 3 | -2 | 7 | 1 | 2 | 9 | 2 | 1
CCCCC1(CC(=O)OCC)C(=O)N(c2ccccc2)N(c2ccccc2)C1=O | 5 | 3 | 3 | 2 | 1 | -1 | -3 | 2 | 8
O=C(O)c1ccc(Nc2nc(-c3ccccc3)c3ccccc3n2)cc1 | -4 | 10 | 8 | -3 | 3 | 9 | 2 | 6 | 8

Not all compounds are listed; rates above refer to the full screens.
